# Source: PubChem BioAssay
# Mtb RmlCD inh = M. tuberculosis RmlC/RmlD coupled enzyme inhibitors, primary screen, biochemical, compound mixtures, 384-well, from 1536-well plates; inhibition, % at 3.6 µM; RmlC+RmlD coupled enzyme assay, percent inhibition; primary screen in compound mixtures; 160,000 tested, 0.03% active; in the data active = inhibition mostly above about 34%, no sharp cut-off; also: some results filed as inactive read as strong as hits
# Target sequence (P9WH09 whole entry, looked up): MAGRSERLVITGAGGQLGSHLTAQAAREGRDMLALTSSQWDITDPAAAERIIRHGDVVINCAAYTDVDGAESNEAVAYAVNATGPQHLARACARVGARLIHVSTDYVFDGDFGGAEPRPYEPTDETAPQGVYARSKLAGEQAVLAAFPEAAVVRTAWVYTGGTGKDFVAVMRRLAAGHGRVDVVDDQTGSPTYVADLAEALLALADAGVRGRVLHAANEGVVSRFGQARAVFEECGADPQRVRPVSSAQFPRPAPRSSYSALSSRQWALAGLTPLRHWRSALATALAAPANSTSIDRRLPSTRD
# Target sequence (P9WH11 whole entry, looked up): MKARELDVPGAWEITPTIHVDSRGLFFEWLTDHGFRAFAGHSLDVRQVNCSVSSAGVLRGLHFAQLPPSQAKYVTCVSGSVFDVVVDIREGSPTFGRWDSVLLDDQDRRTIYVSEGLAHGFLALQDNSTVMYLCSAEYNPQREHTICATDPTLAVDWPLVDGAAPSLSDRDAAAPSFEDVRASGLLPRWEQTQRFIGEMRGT
# GlmU inhibition = inhibition of mycobacterial GlmU enzyme – biochemical, glucosamine-1-phosphate acetyltransferase (AID 1376). Bifunctional protein GlmU (Mycobacterium tuberculosis (strain ATCC 25618 / H37Rv)). M. tuberculosis GlmU acetyltransferase enzyme assay; higher % means a stronger effect. inhibition, %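 (tested at 30 µM in the primary screen)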; hits with a dose series show IC50 in µM. 220,000 tested, 0.25% active; in the data active = inhibition above about 13%;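 also: 0% = complete reaction with vehicle and 100% = reaction without substrate; strong numbers were not always called active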
# * hit, by the source's call; . = no result given.
# Results follow in this order: Mtb RmlCD inh | GlmU inhibition
- O=C(c1ccccc1)N1CCN(C(=O)c2ccc([N+](=O)[O-])cc2)CC1
    -3.0 | 1.2%
- Cc1ccc(-n2cc(CNC(C)c3cnn(C)c3C)c(-c3ccc(F)cc3)n2)cc1 (configuration not stated)
    4.0 | -3.4%
- Cc1cc(-c2ccc(F)cc2)nc2cc(C(N)=O)nn12
    8.2 | 2.5%
- CCOC(=O)C1(Cc2ccccc2C)CCCN(C(=O)c2cc(C3CC3)[nH]n2)C1 (configuration not stated)
    -8.4 | -3.2%
- CC(=O)Nc1ccc(S(=O)(=O)N[C@@H](C)C(=O)Nc2ccc(N3CCOCC3)cc2)cc1
    . | 2.3%
- O=C(CSc1ccccc1)NCCCc1ccccc1
    -5.8 | -0.2%
- COc1ccc(C(=O)NCc2cn3cccc(C)c3n2)cc1OC
    -6.7 | -0.8%
- O=C(c1ccccc1)c1cc[n+]([O-])cc1
    . | -5.1%
- C=CCN(C(=O)Cn1c(C(=O)OC)cc2oc(C)cc21)c1ccccc1
    . | 1.7%
- O=C(CNc1cccc2ccccc12)N/N=C/c1ccc(C(=O)O)cc1
    . | 3.9%
- C=CCNC(=S)N/N=C(\C)c1ccc(-n2ccnc2)cc1
    -5.5 | 3.9%
- OC1CCCN(Cc2ccc3ccc4cccc5ccc2c3c45)C1 (configuration not stated)
    40.3 | -3.0%
- Cc1ccn2c(CN(C)CCn3nc(C)cc3C)c(C(=O)N3CCCCCC3)nc2c1
    2.7 | 0.1%
- Cc1cccc(/C(N)=N/OC(=O)COc2ccc(Cl)c(C)c2)c1
    -10.3 | 3.6%
- O=C(c1ccccc1)c1ccc(OCCCN2CCCC2)cc1
    . | -1.6%
- O=C(NNc1cccc(Cl)n1)c1ccccc1CC[N+](=O)[O-]
    12.3 | 1.0%
- CC(C)(O)C#Cc1ccc(C(=O)N2CCN(c3ccc(F)cc3)CC2)cc1
    -14.0 | 6.1%
- O=c1[nH]c(=O)n(C2CCCO2)cc1Br (configuration not stated)
    . | -2.2%
- COc1ccc([N+](=O)[O-])cc1N(CC(=O)O)S(C)(=O)=O
    4.1 | -1.2%
- COc1ccc(/C=C/C(=O)c2ccc(Cl)cc2)c(OC)c1
    . | -2.1%
- Cc1ccc(C(=O)CNc2cccc(Cl)c2)cc1
    . | 2.9%
- C/C(=C/C(=O)N1CCc2ccccc21)C(=O)O
    8.8 | -2.5%
- CC(=O)Nc1ccccc1C(=O)C(=O)Nc1ccccc1
    -40.2 | 2.6%
- Cc1cc(Oc2ccccc2)nc(SCC(=O)Nc2ccc(Cl)cc2Cl)n1
    -8.6 | 5.6%
- CC(=O)Nc1cccc(NC(=O)C2CCCN2C(=O)Nc2cccc(F)c2)c1 (configuration not stated)
    -11.5 | 3.4%
- COc1cc(NC(=O)Cc2cccs2)c(C(=O)O)cc1OC
    . | 9.4%
- Cc1cc(C)n2c(nc3ccccc32)c1C(=O)NN
    6.7 | -5.8%
- COc1ccccc1N1C(C)=CC(=C(C#N)c2nc3ccccc3s2)C=C1C
    -8.3 | 0.1%
- CC(C)CCNC(=O)CNC(=S)N(CCCN1CCOCC1)Cc1cccs1
    -9.7 | 1.7%
- COc1cccc(/C=N/n2c(-c3cc(C)[nH]n3)n[nH]c2=S)c1OC
    7.2 | -0.1%

# In the list so far, these contain an aryl thioether with sulfur outside any ring:
# Results follow in this order: Mtb RmlCD inh | GlmU inhibition
- O=C(CSc1ccccc1)NCCCc1ccccc1
    -5.8 | -0.2%
- Cc1cc(Oc2ccccc2)nc(SCC(=O)Nc2ccc(Cl)cc2Cl)n1
    -8.6 | 5.6%

# Filtered by structure, the compounds so far containing a nitro group on carbon (3)
# Results follow in this order: Mtb RmlCD inh | GlmU inhibition
- O=C(c1ccccc1)N1CCN(C(=O)c2ccc([N+](=O)[O-])cc2)CC1
    -3.0 | 1.2%
- O=C(NNc1cccc(Cl)n1)c1ccccc1CC[N+](=O)[O-]
    12.3 | 1.0%
- COc1ccc([N+](=O)[O-])cc1N(CC(=O)O)S(C)(=O)=O
    4.1 | -1.2%

# The results go on:
# Results follow in this order: Mtb RmlCD inh | GlmU inhibition
- CSCCC(NS(=O)(=O)c1cc(C(=O)O)ccc1Cl)C(=O)O (configuration not stated)
    -5.8 | 0.1%
- Cc1cccc(C)c1NC(=O)CN(C)C(=O)/C=C/c1cccs1
    -5.9 | 3.0%
- COc1cc([C@@H]2c3cc4c(cc3[C@@H](OC)[C@H]3COC(=O)[C@H]23)OCO4)cc(OC)c1O
    . | 2.0%
- Cc1cccc(NC(=O)CC23CC4CC(C2)CC(n2nnc(C)n2)(C4)C3)c1
    -12.3 | -0.5%
- O=C1C2C3C=CC(C3)C2C(=O)N1c1ccncc1 (configuration not stated)
    -12.8 | .
- N#Cc1c(N)n[nH]c1Cc1cccc2ccccc12
    . | 1.1%
- O=P(Nc1cccnc1)(Oc1ccccc1Cl)Oc1ccccc1Cl
    . | 1.3%
- COc1cc(C(=O)NCCC(=O)NCCN2CCOCC2)cc(OC)c1OC
    -10.9 | 1.9%
- O=C(COC(=O)/C=C/c1ccc([N+](=O)[O-])cc1)NCC1CCCO1 (configuration not stated)
    -12.5 | 2.0%
- Cc1cccc(C(=O)N=c2c(C#N)cc3c(=O)n4cccc(C)c4nc3n2Cc2ccco2)c1
    -0.8 | -1.9%
- Cc1ccc(C(C(=O)NC2CCCCC2)N(C(=O)c2csnn2)C2CCCC2)o1 (configuration not stated)
    . | -4.3%
- CCOc1cccc(OCCCNCCCOC)c1
    7.4 | -1.1%
- COc1cc2c(C(=O)N3CCN(c4cccc(Cl)c4)CC3)cn(C)c(=O)c2cc1OC
    -2.8 | -0.5%
- Cc1ccc2c(c1)C(C)CC(C)(C)N2C(=O)CN1CCN(C)CC1 (configuration not stated)
    -6.9 | -0.4%
- CCO[C@@H]1OC(C(=O)N2CCN(Cc3ccccc3)CC2)=C[C@H](c2coc3ccccc3c2=O)[C@H]1CCCO
    . | 0.8%
- Cc1ccc(Nc2nc(CSc3nnc(-c4ccc(F)cc4)n3C)cs2)cc1
    14.0 | -6.0%
- O=C(c1ccncc1)c1nccn1-c1ccccn1
    8.0 | -1.9%
- Cc1nnc(N/N=C/c2c[nH]c3ccccc23)[nH]c1=O
    13.4 | -4.9%
- N#CCCN(Cc1ccccc1)C(=O)Nc1ccc2c(c1)CCO2
    8.8 | -1.3%
- O=C(C1CC1)N(Cc1nc2ccccc2c(=O)[nH]1)Cc1cccs1
    4.5 | 11.2%
- Cc1nn(C)cc1CN(C)C(=O)c1cc2nc(-c3ccco3)cc(C(F)(F)F)n2n1
    . | 2.0%
- O=C(CSc1nnc(NC(=O)C2CC2)s1)NCc1cccs1
    -3.0 | 1.3%
- Cc1ccc(-n2nnnc2SCn2nnc3ccccc3c2=O)c(C)c1
    -9.2 | 3.4%
- O=C(CN(c1ccccc1)S(=O)(=O)c1ccc(F)cc1)NC1CCS(=O)(=O)C1 (configuration not stated)
    -9.2 | 0.2%
- COC(=O)CCCCCNc1ccc(C(=O)OC)cc1N
    4.2 | 0.6%
- CC1CCc2sc(C(=O)OCC(=O)NC(C)C)cc2C1 (configuration not stated)
    . | 5.5%
- COCCCNCCOc1cc(C(C)C)ccc1C
    27.0 | -3.4%
- CCC(=O)Nc1nc(N)n(-c2ccccc2)n1
    2.6 | 6.4%
- O=S(=O)(Cc1ccccc1)N1CCCc2ccccc21
    -13.5 | 1.8%
- COc1ccccc1N=Nc1[nH]c2ccc(C)cc2c1O
    -7.5 | 2.0%
- COc1ccc(C(=O)NNC(=O)c2cnccn2)cc1[N+](=O)[O-]
    -6.0 | 1.1%
- CCOc1ccc(C2C(C#N)=C(N)Oc3cc(C)n(Cc4ccco4)c(=O)c32)cc1OC (configuration not stated)
    7.0 | -3.3%
- Cc1cc(C)c2cc3c(ccn3C3OC[C@H](O)[C@H](O)[C@H]3O)cc2n1 (some centres not stated)
    12.8 | -8.6%
- O=C(O)CCc1nn2c3ccccc3n(Cc3ccccc3)c2nc1=O
    . | -6.5%
- COc1cccc(CNc2ccc3c(c2)CCC3)c1
    -2.1 | 7.0%
- Cc1cc(Cl)ccc1N(CC(=O)N=Nc1c(O)[nH]c2ccccc12)S(C)(=O)=O
    1.6 | -4.6%
- [O-][N+]12CC[N+]([O-])(CC1)c1ccccc12
    . | 6.5%
- COCCn1c(C)cc(C(=O)COC(=O)/C=C/c2cccc(OC)c2)c1C
    -10.2 | 6.3%
- Cn1nc(-c2ccc(Cl)cc2)c2cc(C(=O)NCCCN3CCOCC3)sc21
    . | -5.1%
- Cc1ccc2cc(CN(CC(C)C)C(=O)C3CCCO3)c(=O)[nH]c2c1 (configuration not stated)
    10.8 | 4.6%
- Cc1onc(-c2ccccc2)c1C(=O)N(Cc1ccco1)Cc1cccs1
    . | -4.9%
- Cc1ccc(C(C)C)c(OCC(O)CN2CCN(CCO)CC2)c1 (configuration not stated)
    . | 4.4%
- CC(C)(C)NC(=O)COC(=O)c1ccc(Cl)nc1
    -10.4 | 2.9%
- CCCS/C(N)=N/N=C/c1cc(C)ccc1O
    . | 2.9%
- CCC1=C(OC(=O)N(CC)CC)N2C(=O)OC(=NCC(=O)OC)[C@]2(C)[C@H]2C1=CC[C@H]1C(=O)N(CC)C(=O)[C@H]12
    . | -0.1%

# Next records.
molecule	Mtb RmlCD inh	GlmU inhibition
Cc1ccc(S(=O)(=O)/N=C(\CN2CCCCC2)N2CCOCC2)cc1	.	0.8%
CCOc1ccc2[nH]c3c(N4CCc5ccccc5C4)ncnc3c2c1	6.9	.
CN(C)c1nc(N(C)C)nc(N(C#N)CCCl)n1	7.7	-3.7%
CC(C)c1ccc(OCc2cccc(C(=O)N/N=C/c3cccnc3)c2)cc1	.	0.1%
O=C1CSC2(CN3CCC2CC3)N1 (configuration not stated)	59.0	.
CC(C)NC(=O)N(O)C1N(C(C)C)C(=O)N(Cc2ccc3c(c2)OCO3)C1(C)C (configuration not stated)	7.2	5.0%
CC1CCc2cc(F)ccc2N1C(=O)c1ccc2c(c1)OCO2 (configuration not stated)	32.6	3.9%
Cc1nc(NS(=O)(=O)c2cccs2)c2c3c(sc2n1)CCC3	.	5.2%
COc1ccc(OC)c(NC(=O)C2CC(C)=C(C)CC2C(=O)O)c1 (configuration not stated)	9.7	2.9%
COc1ccc(CC2(C)OC(c3ccccc3)=NN2C(C)=O)cc1 (configuration not stated)	6.4	-3.9%
CCn1cc(C(=O)NCc2cccc(F)c2)c(=O)c2cc(F)c(N3CCN(C(=O)c4ccco4)CC3)cc21	11.5	-1.8%
COc1ccccc1NC(=S)N1CCN(c2ncccn2)CC1	.	2.6%
Cc1ccc(CSc2nnnn2C)cc1	.	-1.9%
NC(=O)C1(N2CCCCC2)CCN(C(=O)c2ccc(C#CC3(O)CCCCC3)cc2)CC1	.	-5.2%
O=C(N/N=C/c1ccc(Cl)cc1Cl)c1cccc(F)c1	-0.8	.
Cn1c(Cn2cnc([N+](=O)[O-])n2)nnc1SCC(=O)Nc1cccc(Cl)c1	-13.2	-0.5%
COc1ccc(CC2(CCc3ccncc3)C(=O)NC(=O)NC2=O)cc1	12.0	5.4%
OCCC1CN(Cc2ccccc2-c2ccco2)CCN1C1CCCC1 (configuration not stated)	.	-1.2%
CCCNC(=O)CS(=O)Cc1nc(-c2cccc(OC)c2)oc1C (configuration not stated)	4.7	-0.5%
COc1cc(-n2c(C)nc3cc(C(=O)N4CCOCC4)ccc32)cc(OC)c1OC	9.9	1.6%
C=CCSc1nc2c(c(=O)[nH]c(=O)n2C)n1CC	13.7	10.7%
Cc1c(NC(=O)c2ccc3c(c2)OCO3)cccc1-c1nc2ccccc2o1	.	-6.3%
CNS(=O)(=O)c1cccc2nsnc12	-8.1	-1.7%
Cc1cccc(NC(=O)c2nnn(-c3cccc(C(F)(F)F)c3)c2N)c1	-1.4	5.0%

# The final 3 entries of the section before lead into the next.
molecule	Mtb RmlCD inh	GlmU inhibition
Cc1c(NC(=O)c2ccc3c(c2)OCO3)cccc1-c1nc2ccccc2o1	.	-6.3%
CNS(=O)(=O)c1cccc2nsnc12	-8.1	-1.7%
Cc1cccc(NC(=O)c2nnn(-c3cccc(C(F)(F)F)c3)c2N)c1	-1.4	5.0%
CCN(CC)CCNC(=O)c1ccc(NC(=O)c2ccc(Cl)c(S(=O)(=O)N3CCCCCC3)c2)cc1	15.5	-9.4%
CCC1=NN(C(=O)c2ccccc2Br)C(O)(c2ccc(Br)cc2)C1 (configuration not stated)	-8.2	-0.1%
Cc1ccc(C(C)n2cc(C(=O)NCCN3CCN(C)CC3)nn2)cc1 (configuration not stated)	-8.2	0.0%
CCOC(=O)c1cnc(SCC(=O)c2ccc3c(c2)OCCO3)nc1N	.	-5.3%
COC(=O)c1c(-c2ccc(C)cc2)csc1N	17.6	0.1%
O=C1NC(=O)N(c2ccc3c(c2)OCO3)C(=O)/C1=C/c1cccs1	-12.0	-6.8%
O=C(COC(=O)c1c(Cl)cccc1Cl)Nc1ccccc1Br	7.2	5.8%
C=CCn1c(SCC(=O)Nc2nc(C)cs2)nnc1C(NC(=O)c1ccccc1)C(C)C (configuration not stated)	.	2.2%
O=C(N/N=C/c1cccn1-c1ccc([N+](=O)[O-])cc1)c1cccnc1	-1.9	-1.8%
Cc1onc(-c2ccccc2Cl)c1C(=O)Nc1cnn(Cc2ccccc2)c1	.	6.6%
CC1CCCC(NC(=O)COC(=O)Cc2ccccc2)C1C (configuration not stated)	46.0	3.7%
CC(C)CC(CO)N1CCN(C(=O)c2ccc(Cl)cc2)CCC1=O (configuration not stated)	.	0.1%
NS(=O)(=O)c1ccc(NC(=O)CSc2ccccn2)cc1	.	0.7%
COc1ccc(NC(=S)N2CCC(C(=O)c3ccc(C)cc3)CC2)c(OC)c1	2.3	-2.0%

# This is a subset; count on the stated rates, not on these rows.
